Compound activity from PubChem BioAssay.
PLAP inhibitors HTS: inhibition of human placental alkaline phosphatase – biochemical, luminescence, HTS (AID 690); purified PLAP, luminescent substrate; higher % means a stronger effect; inhibition, % at 20 µM, or IC50 in µM where a hit was titrated; 96,000 compounds, 0.08% hits; in the data active = a potency from the dose series; inactive = the rest, 99 in 100 with inhibition below about 30%; note: strong numbers were not always called active
NFkB transloc pot: enhances IL-1B driven NFkB nuclear translocation. activation, % at 2 µM. HUVEC IL-1B NFkB p65 nuclear translocation imaging. 94,000 compounds, 0.3% hits. AID 819;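 active = activation above 40%, about the mean plus 3 SD, also judged a hit on visual image review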;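 note: percent activation is computed from the nuclear over cytoplasmic p65 intensity ratio; values of inactives mirror those of a sister screen read the other way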
Bcl-B displacement: displacers of TR3 peptide from Bcl-B, primary screen, selectivity assay for Bfl-1 inhibitor project, biochemical, fluorescence polarization; AID 748; FP displacement of FITC-TR3 peptide from Bcl-B; higher % means a stronger effect; 96,000 compounds, 0.11% hits; one-dose displacement, % at 20 µM; IC50 in µM for titrated hits;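 active = displacement above 50% at 20 µM plus a fluorescence interference ratio under 1.5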;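 note: plate controls were wells without compound for no effect and wells lacking Bcl-B protein for full effect; a part of the inactive calls stands beside numbers as strong as those of hits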
NFkB transloc inh: blocks IL-1B driven NFkB nuclear translocation in HUVEC cells. HUVEC IL-1B NFkB p65 nuclear translocation imaging. inhibition, % at 2 µM. 94,000 compounds, 0.43% hits. AID 796;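 active = inhibition above about 30% together with a positive call from visual inspection of the well image, limit read from the data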;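 note: nuclear over cytoplasmic p65 intensity ratio measured by imaging; 0% = IL-1B stimulated DMSO wells and 100% = unstimulated DMSO wells; values of inactives mirror those of a sister screen read the other way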
MRP reversal: compounds reversing MRP-mediated drug resistance. differential viability (reversal), % at 10 µM. AID 602. H69AR cells + 2 uM doxorubicin, CellTiter-Glo, 72 h. 85,000 compounds, 0.04% hits;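 active = viability drop by adding the cancer drug above about 55%, with treated viability meeting a 40% cutoff, limit read from the data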;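 note: viability without doxorubicin minus viability with 2 µM doxorubicin for each compound; larger differential means the compound sensitizes cells more to doxorubicin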
MRP reversal cytotoxicity: second read-out of MRP reversal, no call of its own (marks repeat the call); viability, %; H69AR cells, CellTiter-Glo, 72 h; measured here: cytotoxicity without doxorubicin
MRP reversal with doxorubicin: further read-out of MRP reversal, marked with its call; viability, %; measured here: viability with 2 uM doxorubicin; stronger effect = lower value
NFkB transloc inh cell count 2 µM: recorded beside NFkB transloc inh, whose call it bears; cell count; measured here: cells passing quality filter;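 raw number of nuclei counted in each imaged well without normalization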
NFkB transloc pot cell count 2 µM: recorded beside NFkB transloc pot, whose call it bears; cell count; measured here: cells passing quality filter
Numbers without * were called inactive; x = not tested or not shown. Only part of the results is shown, so the mix of outcomes need not match the whole.

Compound	NFkB transloc inh cell count 2 µM	Bcl-B displacement	PLAP inhibitors HTS	NFkB transloc pot cell count 2 µM	MRP reversal	NFkB transloc pot	MRP reversal cytotoxicity	NFkB transloc inh	MRP reversal with doxorubicin
Cc1ccnc(NC(=O)c2cccs2)c1	74	0%	13%	74	-12	15	84	-15	96
Cc1ccc(CNC(=O)c2ccc(NS(=O)(=O)c3c(C)noc3C)cc2)cc1	185	6%	-20%	185	x	-1	x	1	x
CC(=O)C1C(=O)c2c(cccc2[N+](=O)[O-])C1=Nc1ccccc1C (stereo unspecified)	184	2%	20%	184	3	-12	88	12	84
O=C(CCNS(=O)(=O)c1ccc(Cl)cc1)N1CCC2(O)CCCCC2C1 (stereo unspecified)	202	0%	-48%	202	x	15	x	-15	x
Cc1ccc(N=CC2=C(O)CC(c3ccco3)CC2=O)cc1 (stereo unspecified)	157	-9%	21%	157	5	15	98	-15	93
CCOc1cc(CNc2ccc(O)cc2)cc(Br)c1OCc1ccccc1F	143	4%	-24%	143	x	4	x	-4	x
O=C(CCCn1c(=S)[nH]c2ccccc2c1=O)NCc1ccco1	162	-5%	-6%	162	2	13	78	-13	76
Cn1c(C(=O)NCCCN2CCCCCC2)cc2c(=O)n(C)c3ccccc3c21	42	13%	-52%	42	10	-1	65	1	55
CCOc1cc(C2c3c(n[nH]c3C)C(=O)N2c2ccc(Br)cc2)ccc1O (stereo unspecified)	119	-12%	-127%	119	12	-7	80	7	68
C(=N\n1cnc2ccccc21)/c1cccnc1	168	-2%	24%	168	22	8	95	-8	73
O=C(Cc1ccc(Cl)cc1Cl)OCC(=O)c1ccc[nH]1	144	-6%	30%	144	x	7	x	-6	x
Cc1ccc(S(=O)(=O)N(C)CC(=O)O/N=C(\N)c2ccc([N+](=O)[O-])cc2)cc1	177	10%	32%	177	-2	9	76	-9	78
COc1ccc(S(=O)(=O)c2ccc(OC)c(OC)c2)cc1OC	153	6%	-34%	153	2	-1	103	1	101
COc1cc(C)ccc1OCCCOc1cc(C)ccc1Cl	103	x	x	103	x	-1	x	1	x
CC(NC(=O)c1ccnc(C(C)(C)C)c1)c1ccccc1 (stereo unspecified)	133	-7%	2%	133	12	21	104	-21	92

Individual results from the list:
Result of CC(=O)C1C(=O)c2c(cccc2[N+](=O)[O-])C1=Nc1ccccc1C (stereo unspecified) in MRP reversal cytotoxicity: 88
Result of Cc1ccnc(NC(=O)c2cccs2)c1 in MRP reversal: -12
Result of CCOc1cc(C2c3c(n[nH]c3C)C(=O)N2c2ccc(Br)cc2)ccc1O (stereo unspecified) in NFkB transloc pot: -7
Result of Cc1ccc(S(=O)(=O)N(C)CC(=O)O/N=C(\N)c2ccc([N+](=O)[O-])cc2)cc1 in PLAP inhibitors HTS: 32%
Result of Cc1ccc(CNC(=O)c2ccc(NS(=O)(=O)c3c(C)noc3C)cc2)cc1 in Bcl-B displacement: 6%

The listing picks up, repeating the three entries before the break.
Compound	NFkB transloc inh cell count 2 µM	Bcl-B displacement	PLAP inhibitors HTS	NFkB transloc pot cell count 2 µM	MRP reversal	NFkB transloc pot	MRP reversal cytotoxicity	NFkB transloc inh	MRP reversal with doxorubicin
COc1ccc(S(=O)(=O)c2ccc(OC)c(OC)c2)cc1OC	153	6%	-34%	153	2	-1	103	1	101
COc1cc(C)ccc1OCCCOc1cc(C)ccc1Cl	103	x	x	103	x	-1	x	1	x
CC(NC(=O)c1ccnc(C(C)(C)C)c1)c1ccccc1 (stereo unspecified)	133	-7%	2%	133	12	21	104	-21	92
COc1cccc(C(c2nnnn2Cc2ccco2)N2CCN(c3cccc(C)c3C)CC2)c1OC (stereo unspecified)	163	2%	-44%	163	-3	4	94	-4	97
O=C(CNC(=O)c1ccccc1F)NC1CC1	151	x	x	151	-7	-6	92	6	99
CC1CCN(C(=O)c2cc3nc(-c4ccccc4)cc(-c4ccccc4)n3n2)CC1	180	3%	-61%	180	6	-1	82	1	76
CCNC(=O)CSc1nnc(-c2ccccc2)n1-c1ccc(OCC)cc1	192	5%	-35%	192	x	3	x	-3	x
COc1cccc(C2CC(c3cccc(C)c3)n3ncnc3N2)c1 (stereo unspecified)	x	1%	-34%	x	2	x	91	x	89
O=C(Nc1ccccc1)OCCNC(=O)c1cccc(Cl)c1	99	-15%	32%	99	-23	-2	64	2	87
C=CCn1c(SCC(=O)Nc2nc3ccccc3s2)nnc1-c1ccccc1O	113	-4%	-42%	113	-37	24	27	-24	65
CCn1c(N)c(C(=O)NCc2ccc3c(c2)OCO3)sc1=S	121	10%	24%	121	14	17	84	-17	71
Nc1nc(SCc2ccccc2Cl)ns1	171	x	x	171	4	24	101	-24	98
Fc1ccc(Br)cc1/C=N/n1cnnc1	x	2%	6%	x	12	x	93	x	81
CCCCC(=O)C1CCN(Cc2ccccc2)CC1	x	-1%	-4%	x	1	x	84	x	83
CCC(C)NS(=O)(=O)c1ccc(NC(C)=O)cc1 (stereo unspecified)	83	x	x	83	3	7	96	-7	93
Cc1ccc(N(CC(O)CON=C2c3ccccc3-c3ccccc32)S(C)(=O)=O)cc1 (stereo unspecified)	135	-8%	-11%	135	-28	11	15	-11	43
COc1cc(C=O)ccc1OCCCOc1ccccc1C(=O)O	200	-6%	-7%	200	x	-3	x	3	x
CCC(=O)Nc1c(C)c(CC)nc2ccccc12	126	-3%	-4%	126	6	6	94	-6	87
COc1ccc(-c2c(C)nn(Cc3ccccc3)c2N)cc1	169	-4%	8%	169	23	-4	99	4	76
O=C(Nc1nc(-c2ccccn2)cs1)c1ccc(Br)s1	112	-12%	-9%	112	2	32	13	-32	11
CC(C)NC(=O)CN(C(=O)CCC(=O)Nc1ccccn1)c1ccc(F)c(Cl)c1	193	-17%	2%	193	-2	25	95	-25	97
COc1ccc(CN2CC(C(=O)NCCCN3CCOCC3)CC2=O)cc1 (stereo unspecified)	77	-13%	-6%	77	x	-3	x	3	x
COc1ccc(C(=O)NC(C)(C)C)cc1S(=O)(=O)N1CCCC1	158	-15%	4%	158	x	8	x	-8	x
COc1ccc(N(C(=O)c2ccco2)S(=O)(=O)c2cc(Cl)c(Cl)cc2Cl)cc1	195	-8%	6%	195	-26	18	20	-18	45
CCNc1nc(NC(C)C)nc(N(C#N)Cc2ccccc2)n1	213	-12%	-5%	213	9	34	95	-34	86
Cc1ccc(C)c(S(=O)(=O)N2CCN(CC(=O)Nc3ccc4c(c3)OCCO4)CC2)c1	155	-8%	-73%	155	x	2	x	-2	x
Cc1ccc(NC(=O)CSc2nnc(C3CCCCC3)n2N)cc1F	145	-17%	14%	145	x	4	x	-4	x
CCOc1ccc2nc(NC(=O)Cc3cccs3)sc2c1	145	7%	22%	145	x	1	x	0	x
CC(C)C(=O)N(Cc1cc2ccccc2[nH]c1=O)C(C)C	83	5%	-2%	83	2	5	100	-5	98
CC(C)(CNC(=O)c1cccs1)CNC(=O)c1cccs1	119	-10%	-17%	119	5	8	88	-8	83
CCNC(=O)CCC(=O)Nc1cc(Cl)ccc1C	122	11%	6%	122	2	4	104	-4	102
Cc1cc(O)c(C(C)C)cc1NC1=NS(=O)(=O)c2ccccc21	171	3%	9%	171	3	-9	84	9	81
CC1CN(S(=O)(=O)c2ccc(C(=O)Nc3nnc(-c4ccc5c(c4)CCCC5)o3)cc2)CC(C)O1 (stereo unspecified)	165	-9%	-91%	165	-4	27	17	-27	21
Cc1ccc(CNC(=O)C23CN(Cc4ccccc4)CC2C(c2cccc([N+](=O)[O-])c2)=NO3)cc1 (stereo unspecified)	209	-7%	-40%	209	x	-6	x	6	x
Cc1ccc(C(=O)C2=C(O)C(=O)N(CCN3CCOCC3)C2c2ccccn2)o1 (stereo unspecified)	117	-4%	-20%	117	8	2	101	-2	93
C=CCNC(=O)c1onc(CSc2ccc(C(C)C)cc2)c1C(=O)O	148	2%	-26%	148	x	6	x	-6	x
O=C(N/N=C/C=C/c1ccccc1)C1CC1c1ccccc1 (stereo unspecified)	200	x	x	200	-50	8	26	-8	76
CSc1nsc(SCc2ccc(F)cc2)n1	122	-8%	20%	122	-58	8	30	-8	89
COc1ccc(C2C3=C(Nc4ncnn42)c2ccccc2CC3)cc1OC (stereo unspecified)	129	-1%	-56%	129	6	9	100	-9	94
O=C(CN1CCc2ccccc2C1)c1cccs1	148	10%	20%	148	5	8	98	-8	93
O=C1C2CCCCN2C(=O)N1CCN1CCN(c2ccc([N+](=O)[O-])cc2)CC1 (stereo unspecified)	130	-1%	11%	130	x	-3	x	3	x
O=c1cc(CN2CCC3(CC2)OCCO3)c2c(ccc3ccccc32)o1	107	-5%	-65%	107	x	6	x	-6	x
N#Cc1cc2c(nc1SCc1nc3ccccc3[nH]1)CCC2	x	-4%	-106%	x	-12	x	58	x	70
O=C(CCCN1C(=O)c2ccccc2C1=O)Nc1c(C(=O)C2CC2)oc2ccccc12	158	-3%	10%	158	-6	-9	82	9	87
O=C(CCCn1c(=O)c2sccc2n(CC(=O)NCc2ccco2)c1=O)NCc1ccco1	121	5%	-6%	121	-13	14	73	-14	87
NC1=NS(=O)(=O)NC1c1cccc(Cl)c1 (stereo unspecified)	192	-1%	2%	192	14	7	94	-7	80
Cc1ccc2c(c1)nnn2C1CCN(C(=O)C2CCCCC2)CC1	x	0%	-44%	x	5	x	85	x	80
NC(=O)c1sc2cc(C(F)(F)F)cnc2c1-c1cccs1	x	-6%	12%	x	12	x	94	x	82
CC1Oc2ccccc2N(CC(=O)N(Cc2ccccc2)Cc2ccccn2)C1=O (stereo unspecified)	186	3%	11%	186	-8	12	70	-12	78
Cc1ccc(S/C(=N\S(=O)(=O)c2ccc(Cl)cc2)c2ccccc2)cc1	117	-9%	-12%	117	0	10	89	-10	89
c1ccc2c(c1)OCC(c1nnc3sc(-c4cnccn4)nn13)O2 (stereo unspecified)	154	46%	-4%	154	x	9	x	-9	x
CSc1nc2ccc(S(=O)(=O)N(C)C)cc2s1	165	-8%	10%	165	15	-3	82	3	67
CCOc1cc(C(=O)NCCOC)ccc1OC	76	-4%	21%	76	20	-8	100	8	80
CCOC(=O)N1CCN(C(=O)C(C)n2nc(C)n3c(cc4sccc43)c2=O)CC1 (stereo unspecified)	198	12%	-19%	198	-8	5	90	-5	99
CCOC(=O)C(NC(C)=O)(Nc1ccc(F)cc1)C(F)(F)F (stereo unspecified)	95	1%	-3%	95	-15	-1	84	1	100
Cc1cccc(-c2nnc(-c3cccc(NC(=O)Cc4cccs4)c3)o2)c1	106	4%	10%	106	x	15	x	-15	x
O=C(O)CC1Oc2ccc(Cl)cc2NC1=O (stereo unspecified)	x	4%	13%	x	-16	x	96	x	111
CCC(C)(C)n1nnnc1CN1CCc2ccccc21	46	-15%	-5%	46	14	-5	87	5	72
CN(C)S(=O)(=O)c1cccc(NC(=S)Nc2ccc(Cl)cc2Cl)c1	171	-12%	-24%	171	x	9	x	-9	x
COc1ccccc1/C=C/C(=O)NC(=S)Nc1ccc(S(=O)(=O)N(C)c2ccccc2)cc1	116	-11%	5%	116	x	10	x	-10	x
CCN(CC)CCOC(=O)c1ccc(NC(=O)COc2cc(=O)n(CC)c3ccccc23)cc1	129	-56%	-38%	129	-3	3	81	-3	84
Nc1nc(CN2CCOCC2)cs1	68	6%	-10%	68	-7	-7	95	7	102
CCc1c(C)c(C#N)c2nc3ccccc3n2c1N(C)C	85	-8%	11%	85	5	-15	53	15	48
O=C(O)c1ccccc1S(=O)(=O)NCC(O)COC1CCCCC1 (stereo unspecified)	113	-1%	-23%	113	-9	3	92	-2	101
